High-throughput results deposited in PubChem BioAssay by The Scripps Research Institute Molecular Screening Center.
KLK7 zymogen act: activates the human kallikrein-7 zymogen; purified proKLK7, EDANS-DABCYL substrate fluorescence; 100% is mature enzyme control, 0% vehicle; 370,000 compounds, 0.9% hits; activation, % at 7 µM; P49862;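 active = activation above the mean of all tested compounds plus 3 SD, computed per campaign excluding outliers beyond control limits, cut at about 13% in these data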
Target sequence (P49862 whole entry, looked up): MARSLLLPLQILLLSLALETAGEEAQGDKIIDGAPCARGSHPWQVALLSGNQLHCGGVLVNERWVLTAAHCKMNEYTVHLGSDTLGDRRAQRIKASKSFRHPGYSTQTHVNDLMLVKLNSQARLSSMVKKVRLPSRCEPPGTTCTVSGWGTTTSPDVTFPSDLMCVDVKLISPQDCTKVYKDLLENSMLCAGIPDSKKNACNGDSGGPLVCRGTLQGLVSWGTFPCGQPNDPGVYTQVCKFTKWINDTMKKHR
DDE Tn6 FP inh: DD(E)-Tn6 binding inhibition, primary FP screen | P02675 | Fibrin DD(E) TRITC-Tn6 fluorescence polarization displacement | inhibition, % at 8.3 µM | 370,000 compounds, 0.21% hits | AID 720509;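 active = inhibition above a per-campaign cutoff: mean of compounds within control limits plus 3 SD, cut at about 15% in these data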;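 note: 0% = median of all compound wells on the plate and 100% = blocking peptide control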
PLCg1 inh: blocks human PLC-gamma1 enzyme activity. 370,000 compounds, 0.84% hits. P19174. inhibition, % at 12.2 µM. purified PLC-gamma1, fluorogenic substrate, fluorescence; in the data active = inhibition above about 9.5%
ARFGAP1 inhibitor: rat ARFGAP1 inhibition. Arfgap1-stimulated ARF1 GTP hydrolysis, GDP FP detection. 360,000 compounds, 0.26% hits. inhibition, % at 16.5 µM. AID 651572;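 active = inhibition above a per-plate limit, mean inhibition of low control wells plus 3 SD, cut at about 25% in these data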;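 note: 0% = DMSO wells with enzyme and 100% = wells lacking Arfgap1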
Target sequence (Q62848 1-136 limits assumed): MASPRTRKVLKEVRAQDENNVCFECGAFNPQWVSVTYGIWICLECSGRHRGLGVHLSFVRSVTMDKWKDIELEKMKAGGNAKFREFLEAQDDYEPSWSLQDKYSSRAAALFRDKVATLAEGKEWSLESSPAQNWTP
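System: truncated rat Arfgap1 GAP domain / Medium: HEPES-based buffer, pH 7.5 / Also added: N-terminally truncated human ARF1-GTP substrate / Incubation: enzyme reaction 120 min at 25 °C after 20 min preincubation / Measured by: FP of antibody-bound GDP Alexa 633 tracer, ex 620/em 688 nm / Replicates: singlicate, each compound tested once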
TDP2 inh: blocks human TDP2 phosphodiesterase activity; O95551; recombinant TDP2, T5PNP hydrolysis, p-nitrophenol absorbance 415 nm; inhibition, % at 12.8 µM; 370,000 compounds, 0.34% hits;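 active = inhibition above the mean of all tested compounds plus 3 SD, set per campaign, cut at about 25% in these data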;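 note: 0% = DMSO with enzyme and 100% = buffer with substrate but no TDP2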
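Test system: human TDP2 enzyme; Input: 120 nM TDP2 per well; Buffer or medium: Mg2+-containing Tris-HCl buffer, pH 7.5; Reagent: 5 mM T5PNP; Dosing: 12.8 µM single point, 1% DMSO; Incubation: reaction 2 h, 37 °C; Detection: p-Nitrophenol epi absorbance; Read-out: % inhibition relative to enzyme-containing and enzyme-free wells; Replicates: single well per compound.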
ASAP1 GAP inh: blocks human ASAP1-stimulated Arf1 GTP hydrolysis. 360,000 compounds, 0.19% hits. GDP FP detection. Q9ULH1. inhibition, % at 16.5 µM; in the data active = inhibition above about 25%;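 note: 0% = vehicle with enzyme and substrate and 100% = no enzyme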
Tn7 DDE FP: inhibitors of Tn7 peptide binding to human fibrin DD(E) | P02675 | FP displacement of FITC-Tn7 peptide from fibrin DD(E); 0% = median of compound wells per plate | inhibition, % at 8.3 µM | 370,000 compounds, 0.13% hits;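 active = inhibition above the mean of compounds falling within the control limits plus 3 SD of them, cut at about 14% in these data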;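 note: 0% = plate median of compound wells and 100% = 10 µM Aha-Tn7 peptide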
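Also added: labelled Tn7 tracer, 0.1 µM; Assay system: human fibrin DD(E) protein; Amount: 2 µM fibrin DD(E); Schedule: 10 min compound pre-incubation, 3 h probe incubation at room temperature; Repeats: one replicate per compound; Read-out basis: percent inhibition; Measured by: fluorescence polarization of the labelled Tn7 tracer.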
ADAM17 inh: inhibits human ADAM17. P78536. recombinant ADAM17, EDANS/DABCYL FRET peptide cleavage. inhibition, % at 6.95 µM. 370,000 compounds, 0.83% hits. AID 720648;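 active = inhibition above the mean of compounds lying between control limits plus 3 SD, set per campaign, cut at about 8.5% in these data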;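 note: 0% = DMSO-only wells as the low control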
Target sequence (P78536 215-824 limits assumed): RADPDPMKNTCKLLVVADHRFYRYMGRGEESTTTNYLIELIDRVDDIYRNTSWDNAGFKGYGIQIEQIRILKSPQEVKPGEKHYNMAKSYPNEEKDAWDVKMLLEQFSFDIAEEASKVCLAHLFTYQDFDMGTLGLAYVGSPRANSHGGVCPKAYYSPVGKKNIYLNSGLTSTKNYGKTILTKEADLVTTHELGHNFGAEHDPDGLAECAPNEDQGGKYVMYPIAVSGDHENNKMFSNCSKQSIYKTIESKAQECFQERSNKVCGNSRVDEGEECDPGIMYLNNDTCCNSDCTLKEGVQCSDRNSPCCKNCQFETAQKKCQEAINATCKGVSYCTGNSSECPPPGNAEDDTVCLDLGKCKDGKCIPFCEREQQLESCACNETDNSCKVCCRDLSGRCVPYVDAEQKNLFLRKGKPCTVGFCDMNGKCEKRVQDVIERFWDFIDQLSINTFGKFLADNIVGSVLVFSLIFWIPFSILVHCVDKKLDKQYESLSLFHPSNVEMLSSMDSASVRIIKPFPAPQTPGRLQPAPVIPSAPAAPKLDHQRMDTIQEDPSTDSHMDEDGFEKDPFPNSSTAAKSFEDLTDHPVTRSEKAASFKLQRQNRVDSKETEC
ADAM10 inh: inhibits human ADAM10 | recombinant ADAM10, EDANS/DABCYL FRET peptide cleavage, 3 h | inhibition, % at 7 µM | 370,000 compounds, 0.62% hits;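 active = inhibition above a per-campaign cutoff equal to the mean of compounds falling between control-based bounds plus 3 SD, cut at about 20% in these data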;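 note: 0% = DMSO wells while the 100% control is not disclosed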
LEDGF integ inh: blocks HIV-1 LEDGF/p75-dependent DNA integration; TR-FRET IN-LEDGF/p75 DNA integration, Eu/Cy5; inhibition, % at 3.7 µM; 370,000 compounds, 0.64% hits; AID 743269;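 active = inhibition above the screen-wide mean plus 3 SD, cut at about 13% in these data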;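 note: signal is the Cy5 over europium emission ratio at 671 and 618 nm; 0% = plate median of compound wells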
Starred values were filed as active, the others as inactive. An unsorted share of the library, and some 4.2% of all compounds hit somewhere here.

Screening N#CCC(=O)Nc1ccc(C(=O)NNC(=O)c2ccccc2-n2cccc2)cc1 returned KLK7 zymogen act -0.2, DDE Tn6 FP inh 3.6, PLCg1 inh -1.8, ARFGAP1 inhibitor -7.2, TDP2 inh 1.7, ASAP1 GAP inh 1.8, Tn7 DDE FP 8.8, ADAM17 inh -2.8, ADAM10 inh -12.2 and LEDGF integ inh 3.3.
Cc1ccc2c(c1)N(CC(=O)NC1CCC(C)CC1)C(=O)CO2 (centres undefined) was read as KLK7 zymogen act 0.2, DDE Tn6 FP inh -8.3, PLCg1 inh 2.1, ARFGAP1 inhibitor 6.5, TDP2 inh -10.9, ASAP1 GAP inh 6.9, Tn7 DDE FP -7.3, ADAM17 inh 1.3, ADAM10 inh 6.1 and LEDGF integ inh 3.6.
Screening Cc1c(CCOC(=O)CC23CC4CC(CC(C)(C4)C2)C3)sc[n+]1Cc1ccc([N+](=O)[O-])cc1 returned KLK7 zymogen act 0.2, DDE Tn6 FP inh -1.8, PLCg1 inh 4.1, ARFGAP1 inhibitor 4.3, TDP2 inh -2.9, ASAP1 GAP inh -5.2, Tn7 DDE FP 5.7, ADAM17 inh -6.3, ADAM10 inh -4.0 and LEDGF integ inh -4.4.
`CCN(CC)C(=O)Cn1cc(C(=O)C(=O)NCCCN2CCCCC2)c2ccccc21` gave KLK7 zymogen act -0.2, DDE Tn6 FP inh 1.5, PLCg1 inh -1.3, ARFGAP1 inhibitor 1.2, TDP2 inh 24.1, ASAP1 GAP inh -24.8, Tn7 DDE FP -3.1, ADAM17 inh -0.7, ADAM10 inh -5.7 and LEDGF integ inh -2.3.
Screening CN(C(=O)CN1C(=O)c2cc(Cl)c(Cl)cc2C1=O)C1CCS(=O)(=O)C1 (centres undefined) returned KLK7 zymogen act -0.3, DDE Tn6 FP inh 5.8, PLCg1 inh -3.4, ARFGAP1 inhibitor 3.9, TDP2 inh -9.6, ASAP1 GAP inh -5.2, Tn7 DDE FP 1.7, ADAM17 inh -0.2, ADAM10 inh -8.1 and LEDGF integ inh -4.1.
CCN1CCN(C(=O)/C=C/c2cccc(Cl)c2)CC1 was read as KLK7 zymogen act 0.0, DDE Tn6 FP inh 8.3, PLCg1 inh -1.3, ARFGAP1 inhibitor 6.5, TDP2 inh 9.5, ASAP1 GAP inh -15.5, Tn7 DDE FP 6.6, ADAM17 inh -0.9, ADAM10 inh -2.6 and LEDGF integ inh 0.8.
Cc1c(C(=O)NCC(c2ccco2)N2CCCC2)sc2ccccc12 (centres undefined) was read as KLK7 zymogen act -0.2, DDE Tn6 FP inh 1.1, PLCg1 inh -0.6, ARFGAP1 inhibitor 13.2, TDP2 inh 0.7, ASAP1 GAP inh -6.1, Tn7 DDE FP 4.0, ADAM17 inh -4.0, ADAM10 inh -9.2 and LEDGF integ inh -2.7.
For CCN(CC(=O)NCc1cccs1)C(=O)c1cccc(S(=O)(=O)N(CC)c2ccccc2)c1 the results were KLK7 zymogen act 0.4, DDE Tn6 FP inh 4.5, PLCg1 inh -0.6, ARFGAP1 inhibitor 10.0, TDP2 inh 5.1, ASAP1 GAP inh -0.1, Tn7 DDE FP -6.3, ADAM17 inh 1.0, ADAM10 inh -3.4 and LEDGF integ inh -2.0.
For O=C(Nc1ccccc1N1CCOCC1)c1ccc(F)c(S(=O)(=O)N2CCOCC2)c1 the results were KLK7 zymogen act 0.4, DDE Tn6 FP inh -7.2, PLCg1 inh -0.9, ARFGAP1 inhibitor 5.1, TDP2 inh -1.7, ASAP1 GAP inh 3.6, Tn7 DDE FP -2.4, ADAM17 inh -6.2, ADAM10 inh -2.7 and LEDGF integ inh 1.7.
For Cc1ccc(SCCSc2nc(C)cc(=O)[nH]2)cc1 the results were KLK7 zymogen act -0.1, DDE Tn6 FP inh 4.4, PLCg1 inh 2.5, ARFGAP1 inhibitor 1.9, TDP2 inh -3.6, ASAP1 GAP inh -1.3, Tn7 DDE FP -0.8, ADAM17 inh -1.2, ADAM10 inh 3.0 and LEDGF integ inh 2.8.
Screening Cc1ccsc1C(=O)OCC(=O)N1CC(C)CC(C)C1 (centres undefined) returned KLK7 zymogen act -0.1, DDE Tn6 FP inh 3.7, PLCg1 inh 0.9, ARFGAP1 inhibitor 8.6, TDP2 inh 8.1, ASAP1 GAP inh 2.6, Tn7 DDE FP 3.6, ADAM17 inh -1.5, ADAM10 inh 0.9 and LEDGF integ inh 11.7.
O=C(NCCCNCCCNC(=O)c1ccccn1)c1ccccn1 was read as KLK7 zymogen act -0.7, DDE Tn6 FP inh -5.7, PLCg1 inh 1.3, ARFGAP1 inhibitor 7.9, TDP2 inh -7.9, ASAP1 GAP inh -14.3, Tn7 DDE FP -6.8, ADAM17 inh -1.3, ADAM10 inh -0.3 and LEDGF integ inh 1.5.
`O=S(=O)(Nc1ccc2c(c1)OCCO2)c1ccc(F)c(F)c1` gave KLK7 zymogen act -0.1, DDE Tn6 FP inh -1.9, PLCg1 inh 1.4, ARFGAP1 inhibitor 4.8, TDP2 inh 7.2, ASAP1 GAP inh -9.4, Tn7 DDE FP -2.5, ADAM17 inh 0.0, ADAM10 inh 1.7 and LEDGF integ inh 0.1.
Screening Clc1ccc(-c2nc3c4ccccc4ccn3c2Cc2cccc(Cl)c2)cc1 returned KLK7 zymogen act -1.3, DDE Tn6 FP inh 5.7, PLCg1 inh -8.1, ARFGAP1 inhibitor -0.3, TDP2 inh 7.9, ASAP1 GAP inh -0.8, Tn7 DDE FP 5.6, ADAM17 inh -1.6, ADAM10 inh -8.6 and LEDGF integ inh 1.1.
For CC1(C(=O)O)CCC(C(=O)Nc2cccc(F)c2)C1(C)C (centres undefined) the results were KLK7 zymogen act 0.8, DDE Tn6 FP inh 4.1, PLCg1 inh 2.9, ARFGAP1 inhibitor 4.3, TDP2 inh -6.2, ASAP1 GAP inh -12.0, Tn7 DDE FP 1.7, ADAM17 inh 2.0, ADAM10 inh 3.6 and LEDGF integ inh -0.5.
For Cc1ccc(CNS(=O)(=O)c2cc3c4c(c2)CCN4C(=O)CC3)cc1 the results were KLK7 zymogen act 0.0, DDE Tn6 FP inh 5.8, PLCg1 inh 4.9, ARFGAP1 inhibitor 2.3, TDP2 inh -3.5, ASAP1 GAP inh 0.8, Tn7 DDE FP 3.8, ADAM17 inh -0.9, ADAM10 inh 3.3 and LEDGF integ inh 7.8.
CC1CCCN(S(=O)(=O)c2cc(Cl)ccc2Cl)C1 (centres undefined) was read as KLK7 zymogen act -0.3, DDE Tn6 FP inh -4.8, PLCg1 inh -0.2, ARFGAP1 inhibitor -5.2, TDP2 inh 5.2, ASAP1 GAP inh -4.6, Tn7 DDE FP 5.4, ADAM17 inh 1.0, ADAM10 inh 7.0 and LEDGF integ inh 2.1.
C[C@@H]1CN([C@H](C)CO)C(=O)CCCn2nncc2CO[C@@H]1CN(C)C(=O)Cc1ccccc1 was read as KLK7 zymogen act 0.4, DDE Tn6 FP inh -0.6, PLCg1 inh -2.2, ARFGAP1 inhibitor 4.3, TDP2 inh 4.0, ASAP1 GAP inh -9.3, Tn7 DDE FP 7.2, ADAM17 inh -5.5, ADAM10 inh -12.1 and LEDGF integ inh 0.0.
`COc1ccc(COC(=O)c2cccc(S(=O)(=O)N3CCN(C(C)=O)CC3)c2)cc1F` gave KLK7 zymogen act 0.2, DDE Tn6 FP inh 4.3, PLCg1 inh 3.4, ARFGAP1 inhibitor 13.4, TDP2 inh 25.2*, ASAP1 GAP inh -3.9, Tn7 DDE FP 4.7, ADAM17 inh -1.2, ADAM10 inh 0.9 and LEDGF integ inh -1.0.
For O=C(Nc1cccc(S(=O)(=O)N2CCOCC2)c1)c1ccco1 the results were KLK7 zymogen act -0.1, DDE Tn6 FP inh -4.4, PLCg1 inh 3.6, ARFGAP1 inhibitor 3.1, TDP2 inh -0.3, ASAP1 GAP inh -1.7, Tn7 DDE FP -4.0, ADAM17 inh -3.7, ADAM10 inh -7.7 and LEDGF integ inh -3.6.
`COC(=O)C1CN(Cc2cn(Cc3ccc(C)cc3)nn2)CCS(=O)(=O)N1Cc1ccc(Cl)cc1` (centres undefined) gave KLK7 zymogen act -1.0, DDE Tn6 FP inh 9.8, PLCg1 inh 3.6, TDP2 inh -2.7, Tn7 DDE FP -4.5, ADAM17 inh 0.6, ADAM10 inh -0.9 and LEDGF integ inh -1.9.
`COc1ccc(NC(=O)CCNC(=O)N2CC(=O)Nc3ccccc32)c(OC)c1` gave KLK7 zymogen act -0.7, DDE Tn6 FP inh 11.5, PLCg1 inh -1.2, ARFGAP1 inhibitor -4.3, TDP2 inh -12.1, ASAP1 GAP inh 0.8, Tn7 DDE FP 1.4, ADAM17 inh 0.4, ADAM10 inh 1.4 and LEDGF integ inh -5.0.
`CCN(CC)C(=O)CSc1nnc(-c2ccncc2)n1N` gave KLK7 zymogen act 0.7, DDE Tn6 FP inh 4.5, PLCg1 inh -1.8, ARFGAP1 inhibitor -8.2, TDP2 inh -8.3, ASAP1 GAP inh -6.3, Tn7 DDE FP 5.2, ADAM17 inh -4.7, ADAM10 inh 1.3 and LEDGF integ inh -3.1.
`C/C(=N/NC(=O)c1ccc(Br)o1)c1cccc(NC(=O)c2ccc(F)cc2)c1` gave KLK7 zymogen act 0.0, DDE Tn6 FP inh -0.3, PLCg1 inh 0.0, ARFGAP1 inhibitor 12.6, TDP2 inh 2.4, ASAP1 GAP inh -8.0, Tn7 DDE FP -3.7, ADAM17 inh -5.3, ADAM10 inh 0.2 and LEDGF integ inh 2.4.
Screening CNC(=S)Nc1ccc([N+](=O)[O-])c(C)c1 returned KLK7 zymogen act -0.3, DDE Tn6 FP inh 0.0, PLCg1 inh 3.2, ARFGAP1 inhibitor 6.1, TDP2 inh 3.2, ASAP1 GAP inh -0.3, Tn7 DDE FP -6.8, ADAM17 inh -1.4, ADAM10 inh 2.2 and LEDGF integ inh 0.2.
`C=CCOc1c(Br)cc(CNn2nnnc2N)cc1OCC` gave KLK7 zymogen act 0.3, DDE Tn6 FP inh 7.1, PLCg1 inh 0.8, ARFGAP1 inhibitor -2.4, TDP2 inh 4.7, ASAP1 GAP inh -4.0, Tn7 DDE FP -0.4, ADAM17 inh -1.1, ADAM10 inh 3.0 and LEDGF integ inh 2.4.
